Compound activity from PubChem.
Shiga toxin inh: inhibitors of Shiga toxin in Vero cells. Vero cells, Shiga toxin protein synthesis inhibition reporter. inhibition, % at 38.7 µM. actives 9.2% (n = 290,000). AID 2315; in the data active = inhibition mostly above about 28%, no sharp cut-off; inactive = mostly below about 43%; also: 0% is about no effect
HCMV antiviral: blocks human cytomegalovirus replication | actives 4.5% (n = 410,000) | activity change, negative = inhibition, % at 57.5 µM | HFF cells, HCMV-luciferase reporter, 72 h; hits give low values; in the data active = activity change below about -60%; inconclusive = no clear call, values can overlap the other calls; inactive = above about -39%; also: % is scaled to controls: 0 for no effect and ±100 for the full control effect
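Steps: HFFs plated, 16 h 37C; compounds added; HCMV-luciferase added to MOI 1 PFU/cell; 72 h 37C; OneGlo reagent, 5 min room temperature; luminescence read, normalized to controls.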
Cycloheximide cs: counter-screen hit for Shiga toxin inhibitors, cycloheximide. actives 12% (n = 300,000). max response, %. cell reporter, cycloheximide protein synthesis inhibition counterscreen. AID 2314; in the data active = max response mostly above about 13%, no sharp cut-off; inactive = mostly below about 14%; also: read at 38.3 µM for the half of the compounds with a filed dose; 0% is about no effect
AmpC inh no detg: AmpC beta-lactamase inhibition without detergent. P00811. AmpC nitrocefin hydrolysis, absorbance 480 nm, 0.0001% Triton. Potency, µM (series often up to 57.1 µM), for the others: top-dose activity change, negative = inhibition, actives largely listed as inhibitors. actives 0.52% (n = 330,000). AID 485341;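 also: potency is read from the fitted curve at half-maximal effect; plate controls were no compound for no effect and no enzyme for full effect; nearly all actives have a fitted effect of over 20% in size; some results filed as inactive show a strong effect at the top dose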
Target sequence (P00811 whole entry, looked up): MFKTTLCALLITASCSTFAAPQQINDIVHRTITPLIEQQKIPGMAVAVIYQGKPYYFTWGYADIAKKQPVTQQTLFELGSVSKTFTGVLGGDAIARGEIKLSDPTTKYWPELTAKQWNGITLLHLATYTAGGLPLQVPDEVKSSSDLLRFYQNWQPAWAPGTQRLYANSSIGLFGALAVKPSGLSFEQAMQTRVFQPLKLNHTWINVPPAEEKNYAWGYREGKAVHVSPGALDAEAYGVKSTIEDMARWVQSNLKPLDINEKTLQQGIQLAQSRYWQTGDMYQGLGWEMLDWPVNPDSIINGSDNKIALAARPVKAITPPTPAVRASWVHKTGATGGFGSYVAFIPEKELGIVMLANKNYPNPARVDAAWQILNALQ
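20 mM phosphate pH 7.0 + 0.01% (detergent screen) or 0.0001% Triton X-100; 5.3 nM AmpC reagent; cpd preinc 15 min RT; nitrocefin (800 uM stock) to start; A480 q20 s × 4 min; Activity was normalised to no-enzyme and no-compound control wells.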
AMA1 RON2 block: disrupts binding of P. falciparum AMA1 to RON2; AlphaScreen AMA1-biotinylated RON2 peptide binding; Potency, µM (top dose mostly 58.2 µM), without a hit: at the top dose activity change, negative = inhibition, usual class: inhibitors; actives 0.2% (n = 360,000); AID 720542;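 also: potency is read from the fitted curve at half-maximal effect; 0% = vehicle wells and -100% = peptide control; nearly all actives have a fitted effect of over 45% in size; some results filed as inactive show a strong effect at the top dose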
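AMA1 (3D7) with his tag at 25 nM final met compounds first, then biotinylated RON2 peptide at 25 nM; detection used donor plus acceptor beads, 10 µg/mL apiece, read by AlphaScreen after 30 min at room temperature.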
FBPA Giardia inh: inhibitors of Giardia lamblia fructose-1,6-bisphosphate aldolase | Potency, µM (series often up to 59.6 µM), without a hit: top-dose activity, negative = inhibition, most hits filed as inhibitors | purified Giardia FBPA | actives 0.71% (n = 290,000); also: potency is read from the fitted curve at half-maximal effect; % is scaled to controls: 0 for no effect and ±100 for the full control effect; nearly all actives have a fitted effect of over 55% in size
Target sequence (A8B2U2 whole entry, looked up): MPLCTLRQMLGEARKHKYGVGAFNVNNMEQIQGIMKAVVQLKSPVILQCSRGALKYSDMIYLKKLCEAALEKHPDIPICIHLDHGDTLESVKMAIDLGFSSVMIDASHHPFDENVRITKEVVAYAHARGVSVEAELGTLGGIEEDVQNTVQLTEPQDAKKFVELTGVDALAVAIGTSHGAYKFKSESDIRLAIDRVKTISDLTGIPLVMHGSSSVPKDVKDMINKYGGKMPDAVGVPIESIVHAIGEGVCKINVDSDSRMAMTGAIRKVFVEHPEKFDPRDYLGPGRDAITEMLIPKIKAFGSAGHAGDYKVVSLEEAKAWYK
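Giardia FBPA (40 nM reagent) was preincubated 10 min at RT with compound (up to 57.5 uM final), then substrate plus GAPDH/TPI/NAD/arsenate coupling system with diaphorase/resazurin was added; resorufin fluorescence (525/598 nm) was read after 20 min.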
AmpC inh detg: AmpC beta-lactamase inhibition with detergent present. Potency, µM (top dose mostly 114 µM), without a hit: top-dose activity change, negative = inhibition, most hits filed as inhibitors. actives 0.041% (n = 370,000). AID 485294. AmpC hydrolysis of nitrocefin, absorbance 480 nm, 0.01% Triton;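 also: potency is read from the fitted curve at half-maximal effect; 0% = no-compound wells and -100% = no-enzyme wells; nearly all actives have a fitted effect of over 25% in size; some results filed as inactive show a strong effect at the top dose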
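20 mM phosphate pH 7.0 + 0.01% (detergent screen) or 0.0001% Triton X-100; 5.3 nM AmpC reagent; cpd preinc 15 min RT; nitrocefin (800 uM stock) to start; A480 q20 s × 4 min; Activity was normalised to no-enzyme and no-compound control wells.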
* = called active by the depositor; u = inconclusive; x = not tested or not shown; & = joins results of further samples; ! = repeats disagree; [ ] = another dose, or the depositor's remark. Unless noted, calls follow the shape of the dose curve; as a rule, active = well fitted curve in the direction sought with a large enough effect; inconclusive = small, poorly fitted or top-dose-only effect, or another doubt; inactive = no such curve, though single readings can be large; an effect the other way counts as inactive or inconclusive. The list is partial; rates above refer to the full screens.

SMILES	Shiga toxin inh	HCMV antiviral	Cycloheximide cs	AmpC inh no detg	AMA1 RON2 block	FBPA Giardia inh	AmpC inh detg
O=C1c2c(O)cccc2C(C2OC(CO)[C@@H](O)[C@H](O)[C@H]2O)c2cc(CO)cc(O)c21 (stereo not given in full)	x	-22.9	x	142.9%[activator]	0.9%	x	7.5%
COc1cc(NC(=O)c2cc(C3CC3)on2)c(OC)cc1Cl	5.4	29.2	4.4	-7.6%	16.9%	-1.8%	3.1%
C[C@H]1c2cccc(O)c2C(O)=C2C(=O)C3(O)C(O)=C(C(N)=O)C(=O)[C@@H](N(C)C)[C@@H]3[C@@H](O)[C@@H]21 (stereo not given in full)	x	u	x	-13.3%	u	x	u
Nc1cc(=O)[nH]c(N)n1	x	81.5	x	-8.5%	-1.6%	-1.9%&-9.0%	u
CN(C)CCOC(=O)C(c1ccccc1)C1(O)CCCC1 (stereo not given)	15.9	31.9	-1.8	-11.3%	11.1%	-5.0%&-8.0%	-5.6%
CCCN(CCC)C(=O)C(CCC(=O)O)NC(=O)c1ccccc1 (stereo not given)	-8.2	-1.5	-4.2	63.7%&-1.6%[activator]	2.9%	-3.0%&1.3%&1.5%	u
CC(=O)O[C@@]12CO[C@@H]1C[C@H](O)[C@@]1(C)C(=O)[C@H](O)C3=C(C)[C@@H](OC(=O)[C@H](O)[C@@H](NC(=O)OC(C)(C)C)c4ccccc4)C[C@](O)([C@@H](OC(=O)c4ccccc4)[C@H]21)C3(C)C	-5.8	x	-8.5	189.0%[activator]	x	-8.1%	0.7%
CN1CCC(Nc2ncc3ncnc(Nc4ccc(F)c(Cl)c4)c3n2)CC1	-5.8	x	-2.1	x	x	-9.3%	x
C[C@@H]1O[C@H](O[C@@H]2C(O)[C@H](O)[C@@H](CO)O[C@H]2Oc2cc(O)c3c(=O)cc(-c4ccc(O)cc4)oc3c2)[C@H](O)[C@H](O)[C@H]1O (stereo not given in full)	-13.2	x	-6.8	x	x	-0.9%	x
OCC(O)CN1CCN(c2ccccc2)CC1 (stereo not given)	-16.6	-39.1	-0.1	-10.1%	-6.5%	-1.9%&1.0%	-6.3%
CCC12CCCN3CCc4c(n(c5ccccc45)C(O)(C(=O)OC)C1)C32 (stereo not given)	12.6	12.1	-1.7	-23.1%	-9.9%	u	0.3%
COc1ccc(S(=O)(=O)Nc2nnc(CC(C)C)s2)cc1	1.6	20.5	-2.2	-14.7%	-0.8%	4.1%	-8.3%
COc1cc2oc(=O)ccc2cc1O	-4.2	x	-6.3	x	x	-0.5%	x
CC(=O)N(CC(O)CO)c1c(I)c(C(=O)NCC(O)CO)c(I)c(C(=O)NCC(O)CO)c1I (stereo not given)	x	-17.6	x	-12.5%	1.2%	x	-5.1%
CN(C)CCC[C@@]1(c2ccc(F)cc2)OCc2cc(C#N)ccc21	x	-12.0	x	x	-23.3%	-10.0%&8.5%	x
O=C1c2ccccc2C(=O)c2c(O)c(O)cc(O)c21	x	4.3	x	-19.8%	-9.6%	u	x
C[C@@H]1C[C@H]2[C@@H]3C[C@H](F)C4=CC(=O)C(Cl)=C[C@]4(C)[C@@]3(F)[C@@H](O)C[C@]2(C)[C@@]1(O)C(=O)CO	18.6	x	-4.4	-14.0%	x	3.8%	-5.4%
CN1CCN(c2c(F)cc3c(=O)c(C(=O)O)cn4c3c2SCC4)CC1	-4.8&-9.4	1.8	-3.4&8.7	-19.4%&-2.4%	11.6%	3.1%&-24.1%	u
CN1CCC(=C2c3ccccc3CC(=O)c3sccc32)CC1	-14.2&-0.8	-65.3*!	-3.4&-2.8	-4.4%&-16.2%&-44.7%	-3.1%&3.2%&0.0%	-5.4%	-3.1%&1.1%&-6.7%
NC(=O)c1ccc(-c2nc(-c3ccc4c(c3)OCO4)c(-c3ccccn3)[nH]2)cc1	-6.4	x	-6.0	x	x	-0.5%&3.6%	x
CN1CCN(CCCN2c3ccccc3Sc3ccc(S(=O)(=O)N(C)C)cc32)CC1	x	-24.4	x	191.1%[activator]	-9.8%	-4.4%[21.7 µM]	u
O=C(NCCN1CCOCC1)c1ccc(Cl)cc1	52.8	u	8.8	-9.3%	9.7%	-1.6%	-5.2%
CCOc1ccc(NC(=S)N2CCC(C(O)(c3ccccc3)c3ccccc3)CC2)cc1	4.7	-12.9	13.6	-20.8%	15.8%	5.0%	1.7%
O=C(O)CCCCCCCC(=O)O	40.4	6.9	0.7	-21.7%	2.4%	4.8%&0.8%&-0.8%	-11.6%
c1ccc(CNCCNCc2ccccc2)cc1	-4.3	9.8	-3.7	x	x	5.0%	x

4 records drawn at random from the list so far, as already listed:
SMILES	Shiga toxin inh	HCMV antiviral	Cycloheximide cs	AmpC inh no detg	AMA1 RON2 block	FBPA Giardia inh	AmpC inh detg
CC(=O)O[C@@]12CO[C@@H]1C[C@H](O)[C@@]1(C)C(=O)[C@H](O)C3=C(C)[C@@H](OC(=O)[C@H](O)[C@@H](NC(=O)OC(C)(C)C)c4ccccc4)C[C@](O)([C@@H](OC(=O)c4ccccc4)[C@H]21)C3(C)C	-5.8	x	-8.5	189.0%[activator]	x	-8.1%	0.7%
c1ccc(CNCCNCc2ccccc2)cc1	-4.3	9.8	-3.7	x	x	5.0%	x
C[C@@H]1C[C@H]2[C@@H]3C[C@H](F)C4=CC(=O)C(Cl)=C[C@]4(C)[C@@]3(F)[C@@H](O)C[C@]2(C)[C@@]1(O)C(=O)CO	18.6	x	-4.4	-14.0%	x	3.8%	-5.4%
CN1CCC(=C2c3ccccc3CC(=O)c3sccc32)CC1	-14.2&-0.8	-65.3*!	-3.4&-2.8	-4.4%&-16.2%&-44.7%	-3.1%&3.2%&0.0%	-5.4%	-3.1%&1.1%&-6.7%

The listing picks up, starting two compounds before the break.
SMILES	Shiga toxin inh	HCMV antiviral	Cycloheximide cs	AmpC inh no detg	AMA1 RON2 block	FBPA Giardia inh	AmpC inh detg
O=C(O)CCCCCCCC(=O)O	40.4	6.9	0.7	-21.7%	2.4%	4.8%&0.8%&-0.8%	-11.6%
c1ccc(CNCCNCc2ccccc2)cc1	-4.3	9.8	-3.7	x	x	5.0%	x
COc1cc(C)nc(-n2nc(C)cc2OC)n1	-4.6	-28.8	-2.2	-22.3%	41.8%[activator]	-11.2%	u
COc1cc2c(c(OC)c1OC)-c1c(cc(OC)c(OC)c1OC)C[C@H](C)[C@H](C)C2	15.8	-62.9*	-5.3	219.3%[activator]	0.8%	0.6%	6.1%
CC1CCc2c(N3CCC(O)CC3)c(F)cc3c(=O)c(C(=O)O)cn1c23 (stereo not given)	x	36.4	x	-22.1%	36.2%[activator]	x	-15.3%
O=C(c1ccccc1)c1ccc2n1CCC2C(=O)O (stereo not given)	18.6	36.6	0.5	-23.4%	-9.2%	10.0%&11.1%&18.5%	-6.6%
Nc1ncnc(Nc2ccccc2)n1	x	-8.9	x	-11.5%	-2.4%	x	-9.8%
C[C@H]1c2cccc(O)c2C(O)=C2C(=O)[C@]3(O)C(O)=C(C(N)=O)C(=O)[C@@H](N(C)C)[C@@H]3[C@@H](O)[C@@H]21	-5.5&51.5	x	10.5*!	-36.8%	u	u	3.0%
CCOC(=O)Nc1ccc2c(c1)N(C(=O)CCN1CCOCC1)c1ccccc1S2	0.9&-4.6&-5.1	u	-2.8&0.7&-2.0	175.0%&160.3%&187.3%[activator]	-4.9%&-5.0%	-0.8%	0.6%&-8.3%&-0.4%
Cc1cc(O)c2c(c1)C(=O)c1cccc(O)c1C2=O	-2.2	3.0	-1.1	-10.9%	x	-0.6%&-10.8%&-17.8%	-1.9%
CC1(C)Oc2ccc(C#N)cc2[C@@H](N2CCCC2=O)[C@@H]1O	-15.8	3.9	-4.6	-16.0%	3.4%	5.5%	-6.4%
C#C[C@]1(O)CC[C@H]2[C@@H]3CCC4=CC(=O)CC[C@@H]4[C@H]3CC[C@@]21CC	-15.0&-7.9&-16.0	17.3&-26.4	-5.9&-3.0&-12.5	1.9%&-13.3%&-8.2%	-3.0%&5.7%	9.5%&8.2%&3.1%	u
Cc1ccsc1/C=C/C1=NCCCN1C	-5.9	45.1&5.0&-12.4&-2.8	-2.3	-13.3%&-13.0%	-1.2%&9.9%&2.6%	-6.6%&5.5%	0.1%
Oc1cc2c(cc1O)C1c3ccc(O)c(O)c3OCC1(O)C2 (stereo not given)	-15.5	-31.8	-1.0	-9.9%	2µM*	6.29µM*	5.4%
C[C@]12CC[C@H]3C(=CCc4cc(O)ccc43)[C@@H]1CCC2=O	33.5	134.7	15.5*	-37.9%	0.0%	-17.2%	-4.2%
CC[C@]12CCCN3CCc4c(n(c5ccccc45)[C@@](O)(C(=O)OC)C1)[C@@H]32	x	-32.7	x	-32.7%	-9.5%	x	-6.5%
CC(C)(C)c1ccc(S(=O)(=O)c2cnc(SCC(=O)Nc3ccc(F)c(Cl)c3)[nH]c2=O)cc1	24.1	-6.3	8.8	x	x	x	11.8%
CCC(Cc1c(I)cc(I)c(N)c1I)C(=O)O (stereo not given)	x	-24.7	x	-19.9%	-8.6%	8.5%	-13.2%
COc1cc(C(=O)NCCCCCC(=O)O)cc(OC)c1OC	-4.6	97.6	10.3	-11.6%	9.0%	0.5%	-4.1%
COc1ccc(Sc2ccc(NC(=O)c3ccccc3Cl)cc2C#N)cc1	-13.2	-26.1	-4.8	54.4%	1.8%	-2.9%	1.6%
CCN(CC)S(=O)(=O)c1ccc(C(=O)O)cc1	-5.2	-8.0	-2.3	-13.7%	-15.1%	x	-10.3%
COc1c(O)cc2c(c1O)[C@@H]1O[C@H](CO)[C@@H](O)[C@H](O)[C@H]1OC2=O	-8.3	33.3	-3.3	-18.1%	7.8%	4.0%	0.4%
CCN(CC)CCOC(=O)C(c1ccccc1)c1ccccc1	-13.8	-10.4	-1.9	-2.9%	-2.0%	-0.8%	-12.4%
CCOC(=O)Nc1ccc(NCc2ccc(F)cc2)nc1N	x	-23.7	x	9.2%	47.5%[activator]	-28.7%	u
C/C=C(/C)C(=O)O[C@@H]1c2cc3c(c4c2[C@@]2(CO4)C(=O)C(OC)=C(OC)C=C2C[C@@H](C)[C@H]1C)OCO3	-12.4	u	-1.0	116.4%[activator]	9.1%	3.4%	1.1%
CCc1cc(-c2n[nH]c(C)c2-c2ccc3c(c2)OCCO3)c(O)cc1O	-12.1	x	5.0	x	x	-24.7%	x
CCCc1cc(C(N)=S)ccn1	-11.0	u	-1.8	-28.2%	-2.7%	2.2%&-2.8%	-8.5%
CC(C)(C(=O)c1cccnc1)c1cccnc1	x	9.1	x	x	-5.3%	-8.5%[21.7 µM]	x
O=C1CCc2cc(OCCCCc3nnnn3C3CCCCC3)ccc2N1	14.1&-10.2&-5.9	56.5	4.2&3.8&-1.7	1.5%&13.7%&-3.9%	-12.3%	0.7%&-2.5%&8.2%&3.0%&2.8%&9.2%	-7.5%&-9.7%&-4.4%
